# TNAP inh hiacc = TNAP (human) inhibition, high acceptor. P05186. purified TNAP, CDP-star luminescence, 1 M DEA. inhibition, % at 20 µM. 0.03% of 200,000 active;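 active = over 50% inhibition of tissue-nonspecific alkaline phosphatase at 20 µM in the single-dose screen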;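 note: plate controls were DMSO wells for no effect and EDTA-quenched wells as full inhibition for full effect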
# TNAP inh no acc = inhibitors of human TNAP without phosphate acceptor | purified TNAP, CDP-star luminescence, 30 min | inhibition, % at 20 µM | 0.26% of 200,000 active | AID 1012;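 active = tissue-nonspecific alkaline phosphatase inhibition above about 50% at 20 µM in the single-dose screen, limit read from the data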;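 note: 0% = DMSO negative control and 100% = EDTA positive control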
# TNAP act hi DEA = increases human TNAP activity under high phosphate acceptor concentration. AID 1136. 200,000 tested, under 10 active. activation factor at 20 µM. P05186. purified TNAP, CDP-star luminescence, 1 M DEA, 30 min; active compounds read high; 0 = EDTA background, 1 = DMSO-only activity;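 active = activation factor at least 2 at 20 µM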
#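 system = human TNAP | amount = enzyme diluted 1/800 final | reagent = 100 µM CDP-star substrate | signal = luminescent substrate turnover signal | dosing = one dose, 20 µM | benchmarks = EDTA negative control, DMSO positive control | measure = activation factor | timing = 30 min reaction, room temperature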
# Efa HMGR inh = inhibitors of class II HMG-CoA reductase from Enterococcus faecalis; inhibition, % at 10 µM; purified E. faecalis HMGR, NADPH absorbance 340 nm kinetic; 0.41% of 190,000 active; AID 1066;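 active = inhibition above a set limit, the median over all tested compounds plus 3 SD, cut at about 9.5% in these data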;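 note: enzyme runs in reverse so mevalonate oxidation gives rising NADPH absorbance; 0% = complete reaction with DMSO and 100% = background rate lacking mevalonate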
# Diaph act CS = diaphorase activation or chemical reduction counter-screen. Diaphorase/resazurin coupled assay, resorufin fluorescence, 16 min; active compounds read high; 1 = vehicle wells, 0 = NADH-free wells. activation factor at 20 µM. 0.005% of 190,000 active. AID 1229;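 active = diaphorase activity raised at least twofold by the compound at 20 µM; inactive = activation factor below 2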
#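 Material: Clostridium kluyveri diaphorase, purified enzyme; Quantity: enzyme 0.07 U/mL final; Medium: HEPES pH 7.4 buffer with MgCl2 and Tween 20; Dosing: single compound dose of 20 µM, 1% DMSO final; Schedule: 16 min reaction at room temperature; Measured by: red resorufin fluorescence at 544/590 nm excitation/emission.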
# PMI act satM6P = increases human PMI activity with near-saturating mannose 6-phosphate. coupled PMI enzyme assay, resazurin fluorescence, 20 min; active compounds read high; 1 = untreated enzyme, 0 = substrate-free blank. AID 1216. 0.34% of 190,000 active. P34949. activation factor at 20 µM;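 active = activation factor of 2 or more at 20 µM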
# Target sequence (P34949 whole entry, looked up): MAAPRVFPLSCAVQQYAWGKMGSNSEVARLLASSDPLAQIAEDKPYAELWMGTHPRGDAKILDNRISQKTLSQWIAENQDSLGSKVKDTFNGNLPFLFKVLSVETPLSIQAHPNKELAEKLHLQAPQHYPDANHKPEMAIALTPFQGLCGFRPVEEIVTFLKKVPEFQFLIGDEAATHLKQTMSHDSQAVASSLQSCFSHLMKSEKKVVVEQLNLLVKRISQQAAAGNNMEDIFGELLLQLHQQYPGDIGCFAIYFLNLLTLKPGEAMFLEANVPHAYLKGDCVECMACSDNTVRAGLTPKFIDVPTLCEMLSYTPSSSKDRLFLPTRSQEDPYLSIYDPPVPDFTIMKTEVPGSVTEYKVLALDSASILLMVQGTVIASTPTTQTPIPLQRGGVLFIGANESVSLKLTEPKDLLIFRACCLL
#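 Technique: Diaphorase-driven resazurin-to-resorufin fluorescence, excitation 544, emission 590 nm | Assay system: Human PMI in coupled enzyme assay | Times: Enzyme reaction with compound 20 min at room temperature | Medium: HEPES-buffered pH 7.4 with magnesium and detergent | Reagent: Mannose-6-phosphate 1.0 mM (near-saturating) plus 0.22 mM NADP+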
# Diaphorase inh = inhibits diaphorase or chemically oxidizes, flagging diaphorase assay artifacts. diaphorase resazurin-to-resorufin fluorescence, NADH, 16 min; bacterial (C. kluyveri) enzyme, not human. inhibition, % at 20 µM. 0.69% of 190,000 active. AID 1217;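 active = primary screen inhibition at 20 µM above a set limit, cut at about 50% in these data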;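 note: plate controls were DMSO with full reaction for no effect and wells lacking NADH for full effect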
#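 controls = No-NADH positive control and DMSO neutral control | system = Clostridium kluyveri diaphorase enzyme | timing = reaction incubation of 16 min at room temperature | signal = resorufin fluorescence 544/590 nm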
# PMI act = phosphomannose isomerase (human) activation | P34949 | purified human PMI, coupled resazurin fluorescence, 20 min; active compounds read high; 1 = vehicle control, 0 substrate-free wells | activation factor at 20 µM | 0.005% of 190,000 active | AID 1214;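 active = activation factor of 2 or more at 20 µM, relative to plate controls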
# G6PDH CS = inhibits Leuconostoc G6PDH, flagging false hits in G6PDH-based assays. Purified L. mesenteroides G6PDH, diaphorase/resazurin coupled fluorescence, 45 min. inhibition, % at 5 µM. 0.12% of 200,000 active. AID 1020; in the data active = inhibition above about 50%
# FLuc stim CS = firefly luciferase counter-screen for stimulation assays | AID 1027 | 200,000 tested, under 10 active | ATPlite luciferase biochemical, luminescence, 10 min; 0 = ATP-free wells, 1 = DMSO control | P08659 | activation factor at 10 µM;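 active = luciferase activation factor, scaled between plate controls, of at least 2 with compound at 10 µM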
# Target sequence (P08659 whole entry, looked up): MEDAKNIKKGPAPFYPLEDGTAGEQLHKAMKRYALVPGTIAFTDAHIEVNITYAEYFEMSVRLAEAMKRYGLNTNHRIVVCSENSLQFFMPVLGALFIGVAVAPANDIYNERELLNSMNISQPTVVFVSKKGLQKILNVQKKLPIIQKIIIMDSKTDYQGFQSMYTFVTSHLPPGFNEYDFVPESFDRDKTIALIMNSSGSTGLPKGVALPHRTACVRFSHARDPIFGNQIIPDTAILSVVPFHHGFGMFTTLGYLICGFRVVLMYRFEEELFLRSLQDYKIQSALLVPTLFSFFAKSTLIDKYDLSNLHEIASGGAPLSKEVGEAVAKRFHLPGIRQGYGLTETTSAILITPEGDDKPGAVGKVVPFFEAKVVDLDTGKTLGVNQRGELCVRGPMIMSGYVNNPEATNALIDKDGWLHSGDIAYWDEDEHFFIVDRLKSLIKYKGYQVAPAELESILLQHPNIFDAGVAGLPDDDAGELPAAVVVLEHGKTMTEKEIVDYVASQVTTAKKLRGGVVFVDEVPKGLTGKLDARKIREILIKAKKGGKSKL
#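 assay system = Luciferase/luciferin detection reagent, cell-free biochemical luciferase assay | also added = ATP substrate | times = 10 min post-reagent at room temperature | measured by = luminescence from luciferase reaction | measure = luciferase activation, seen as luminescence increase over controls | benchmarks = low control with PBS replacing ATP, high control enzyme plus ATP without compound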
# Active calls of the source: *; · = not tested or not shown. Random draw from the library; overall some 1.7% were active at least once.
SMILES,TNAP inh hiacc,TNAP inh no acc,TNAP act hi DEA,Efa HMGR inh,Diaph act CS,PMI act satM6P,Diaphorase inh,PMI act,G6PDH CS,FLuc stim CS
CCn1cc(S(=O)(=O)Nc2ccc3c(c2)OCCO3)cn1,-7,-11,1.1,-4,0.9,1,8,1,10,1
Cc1cccc2cc(CN(Cc3cccnc3)C(=O)c3cccs3)c3nnnn3c12,-2,-11,1,-7,·,·,·,·,10,1.1
O=C1C2CCCN2C(c2ccccc2F)N1c1ccc(F)cc1 (stereo not drawn),-4,-7,1,-4,0.9,0.9,7,0.9,31,1
C/C(CCc1ccco1)=N\NC(=O)CNc1c(Br)cc(Br)cc1Br,1,-7,1,-7,1,1,0,1,-1,1.1
O=C(Nc1cc(=O)[nH]c2ncnn12)c1ccc(Cl)cc1Cl,-4,-10,1,-4,0.9,1.1,11,1,3,1
CN1C(=O)C(O)(CC(=O)c2ccc(F)cc2)c2cc(Br)ccc21 (stereo not drawn),-1,-3,1,-8,0.9,0.9,6,1,-5,1
CCc1ccc(NC(=O)/C(C#N)=C/c2cn(CC(=O)O)c3ccccc23)cc1,-2,-3,1,-5,0.9,0.9,14,1,6,1
Cc1c(NC(=O)C(C)OC(=O)c2ccc(Cl)nc2)c(=O)n(-c2ccccc2)n1C (stereo not drawn),-5,-10,1.1,1,0.9,0.9,14,1,-9,1
N/C(=N\OC(=O)CCCc1ccccc1)c1ccccn1,1,-8,1,-4,0.9,1,12,1,7,0.4
Cc1cccc2nc(CSc3nnc4ccccn34)cn12,-5,-16,1.1,-5,0.8,0.9,19,0.9,-12,1.1
CC(NC(=O)C1CCN(S(=O)(=O)c2cc([N+](=O)[O-])ccc2Cl)CC1)c1ccccc1 (stereo not drawn),2,4,1,0,0.9,1,12,0.9,-14,1.1
CCOC(=O)C1=C(C)NC2=C(C(=O)CCC2)C1c1cccnc1 (stereo not drawn),-7,-4,1.1,-5,0.9,1,10,1,6,1.1
CCOC(=O)COn1c(=O)c[n+]([O-])c2ccccc21,5,-2,1,2,0.9,1,10,0.9,-7,0.9
CC1Cc2nc(SCC(=O)Nc3ccc(F)cc3)n(C)c(=O)c2S1 (stereo not drawn),-1,-9,1,-1,0.9,1,11,1,-4,1
CCOc1ccc(C(C)=O)cc1CSc1nc(C)cc(C)n1,-4,-4,1,7,·,·,·,·,14,1
CCOC(=O)c1cc2c(ccn2C)n1CC(=O)Nc1ccc(F)cc1,-10,-10,1.1,4,1,0.6,-4,0.9,19,1
O=C(/C=C/c1cn(-c2ccccc2)nc1-c1ccc2c(c1)OCCO2)NCCO,-4,-14,1,-6,0.8,0.9,21,0.8,-4,1.1
O/N=C1/C2C3CC4C5C3C1C5C1(OCCO1)C42 (stereo not drawn),-8,-5,1.1,-2,1.2,1.1,-17,1.2,8,1
Cc1cc(C)c(S(=O)(=O)NCC(=O)NCc2ccccn2)c(C)c1,-7,-15,1.1,2,1.1,1,-15,1.1,6,1
Cc1sc(NC(=O)c2cccs2)c(C(N)=O)c1C,0,-7,1,1,0.8,0.8,21,0.7,9,0.7
COc1ccc(/C=C/C(=O)OCc2cccc([N+](=O)[O-])c2)cc1,-1,-1,1,-3,0.9,1,9,0.9,1,1
COc1cc2c(cc1OC)-c1cc(OCc3ccccc3Cl)nc(=O)n1CC2,-5,-6,1.1,-9,0.9,1,7,1,-2,1
CCN1C(=O)CC(C(=O)NC)SC1=Nc1cc(Cl)c(O)c(Cl)c1 (stereo not drawn),-8,-19,1.1,-2,0.9,0.9,8,0.9,-3,1.1
N#CCCS(=O)(=O)c1ccc(N)cc1,2,5,1,-1,0.9,1.1,8,1,7,1.1
CC(=O)c1cccc(NC(=O)c2c(C)nn(-c3ccccc3)c2Cl)c1,-3,-7,1,0,0.9,0.9,12,0.8,15,1

# Among those listed so far, 3 contain an aryl thioether with sulfur outside any ring:
SMILES,TNAP inh hiacc,TNAP inh no acc,TNAP act hi DEA,Efa HMGR inh,Diaph act CS,PMI act satM6P,Diaphorase inh,PMI act,G6PDH CS,FLuc stim CS
Cc1cccc2nc(CSc3nnc4ccccn34)cn12,-5,-16,1.1,-5,0.8,0.9,19,0.9,-12,1.1
CC1Cc2nc(SCC(=O)Nc3ccc(F)cc3)n(C)c(=O)c2S1 (stereo not drawn),-1,-9,1,-1,0.9,1,11,1,-4,1
CCOc1ccc(C(C)=O)cc1CSc1nc(C)cc(C)n1,-4,-4,1,7,·,·,·,·,14,1

# (cont.)
SMILES,TNAP inh hiacc,TNAP inh no acc,TNAP act hi DEA,Efa HMGR inh,Diaph act CS,PMI act satM6P,Diaphorase inh,PMI act,G6PDH CS,FLuc stim CS
Cc1ccc(OCC(=O)NNc2c3ccccc3nc3ccccc23)cc1,11,7,0.9,-1,0.9,1,5,0.9,14,1
Oc1ccc(C2C(c3ccccc3)=NN=C(c3ccc(Cl)cc3)N2O)c(O)c1 (stereo not drawn),4,0,1,0,1,1.6,5,1.4,2,1.1
Cc1ccc(Cn2nnc3c(=O)n(CC(=O)NCc4ccccc4)cnc32)cc1,1,2,1,3,0.9,0.9,10,0.9,7,1
CCCOC(=O)CSC1=C(C#N)C(c2ccccc2Cl)CC(=O)N1 (stereo not drawn),-6,-15,1.1,2,0.8,0.8,22,0.9,7,1.1
CC(C)Oc1ccc(CSC(=N)N)cc1,7,34,0.9,-2,1,1,0,1,3,1
COC(=O)c1c(NC(=O)CN2CCN(S(=O)(=O)c3ccccc3)CC2)sc2c1CCC(C)C2 (stereo not drawn),4,-5,1,-3,1.1,1.1,-5,1,-37,0.9
CCOC(=O)c1c(C)oc2c1c(C=NCCC(=O)O)c(O)c1ccccc12,6,2,0.9,-3,0.3,0.2,71*,0.2,52*,1
Cc1nnc(SCC(=O)Nc2ccc(Br)cn2)[nH]c1=O,-1,-4,1,-3,0.8,0.9,15,0.9,0,1
Cc1cc(C(=O)COC(=O)/C=C/c2cccc(F)c2)c(C)n1C,2,-8,1,-6,0.9,0.9,12,0.8,0,1
COc1ccc(C(=O)Nc2ccccc2C(N)=O)cc1,-4,-2,1,0,0.9,1,7,1,8,0.3
CNCc1ccccc1OCc1ccccc1F,-8,-49,1.1,5,1,1.1,1,1.1,-3,1.1
CS(=O)(=O)Nc1ccc(C(=O)N2CCN(c3ccccc3F)CC2)cc1,-3,3,1,-2,0.9,1,8,1,20,1.1
Cc1nnc2sc(SCC(=O)Nc3nccs3)nn2c1=O,1,-28,1,-9,0.8,1,23,0.9,25,1.1
CCOC(=O)C1CCN(S(=O)(=O)c2cc(Br)cc3c2N(C(=O)C2CC2)CC3)CC1,-6,-7,1.1,1,1,1,0,1,-11,1
CCc1cc2c(=O)c(-c3nc4ccccc4n3C)c(C)oc2c(CN(CC)CC)c1O,-5,2,1,3,0.9,1,7,1,5,1.1
CCOc1ccc(NCc2nnc(SCC(=O)Nc3cc(C)on3)n2-c2ccccc2OC)cc1,-1,-7,1,-5,0.8,0.7,16,0.9,1,1.1
CC1=NCCN1S(=O)(=O)c1cccc([N+](=O)[O-])c1,-5,-10,1,-1,1,1,5,1,3,1.1
CCOc1ccccc1NC(=O)Cn1nnc(C(=O)NCCc2ccc(OC)c(OC)c2)c1N,-5,-14,1.1,-7,0.8,1.1,16,1,4,1.1
CC(=O)c1cccc(NC(=O)C2CCCN(S(=O)(=O)c3ccc(F)cc3)C2)c1 (stereo not drawn),-1,-6,1,-1,0.9,0.8,14,0.9,26,1
CC(C)(CNC(=O)/C=C/c1ccc(F)cc1)CNC(=O)/C=C/c1ccc(F)cc1,0,-15,1,-4,0.9,1,14,0.8,-21,1
CC(C)Cc1cc(C(=O)Nc2cc(Cl)ccc2Cl)no1,-1,-10,1,-5,0.8,0.8,20,0.8,-16,1.1
CCCCn1c(NC(=O)c2ccco2)c(S(=O)(=O)c2ccc(C)cc2)c2nc3ccccc3nc21,3,-2,1,4,0.3,0.5,69*,0.5,38,1
Cc1cccn2c(=O)c3cc(C#N)c(=O)n(CC4CCCO4)c3nc12 (stereo not drawn),-3,-14,1,-3,0.8,1,16,1.1,5,1.1
O=C(Nc1cccc(C(=O)N2CCN(Cc3ccccc3)CC2)c1)c1ccccc1,-3,-2,1,-3,1.1,1,-6,0.9,-1,1
O=C(CCNS(=O)(=O)c1cccc2nsnc12)NCc1cccs1,-4,-12,1,-4,0.9,1,9,1,4,1.1
# Following part:
SMILES,TNAP inh hiacc,TNAP inh no acc,TNAP act hi DEA,Efa HMGR inh,Diaph act CS,PMI act satM6P,Diaphorase inh,PMI act,G6PDH CS,FLuc stim CS
Cc1cccc(C(CC(=O)O)n2cccc2)c1 (stereo not drawn),-4,-10,1,-2,0.8,0.9,16,0.9,15,1
COc1ccc(CNC(=O)/C=C/c2ccc(S(=O)(=O)NCc3ccco3)cc2)cc1OC,-1,-7,1,-4,0.9,1,14,1,-6,1
Cc1cc(=O)oc2ccc(OCC(=O)NCc3ccco3)cc12,-3,11,1,0,0.9,1.1,7,1,15,1.1
Cc1ccc(NC(=O)C(C)N2C(=O)c3ccccc3C2=O)cc1S(=O)(=O)N1CCOCC1 (stereo not drawn),-3,-8,1,4,0.9,0.9,12,1,4,1
CCOC(=O)Cn1nc(C)c(NC(=O)COc2cccc(Cl)c2)c1C,-5,-17,1.1,1,0.8,0.9,16,1,11,1.1
Clc1ccccc1N=C1NN=C(c2cccs2)CS1,2,12,1,-1,0.9,1,13,1,1,0.8
O=C(NC1CCCC1)c1nc2c(nnn2Cc2cccc(Cl)c2)c(=O)[nH]1,-6,-9,1.1,-4,0.7,0.9,28,1,4,1.1
O=C(c1cccs1)c1coc2ccc(O)c(CN3CCOCC3)c12,-4,5,1,3,0.9,1,10,1,15,1.1
CCC(C(=O)c1ccc2ncccc2c1)c1ccccc1 (stereo not drawn),-2,-11,1,-3,0.8,0.8,23,0.8,11,1
CC(=O)OCC(=O)Nc1ccc(N=Nc2ccccc2)cc1,6,6,0.9,4,0.9,1,7,0.9,-11,0.9
Cc1ccc(OCC(=O)Nc2ccc(N3CCN(S(C)(=O)=O)CC3)cc2)c(C)c1,-2,-4,1,-2,1.1,1,-8,1,7,1.1
CN(C)c1ccc2c(O)cc(=O)n(C)c2c1,-4,-3,1,-1,0.4,0.4,60*,0.5,7,1.1
